PG9 Ab binder: binds the HIV-1 gp120 antibody PG9. TR-FRET gp120-PG9 antibody binding. inhibition, % at 6.7 µM. 0.43% of 360,000 active. AID 624416; in the data active = inhibition above about 8.5%
hcDAF12 agonist: activates DAF-12 receptor from parasite H. contortus; HEK293 hcDAF-12 lit1-tk-luc reporter, luminescence; 0% DMSO, 100% Δ7-dafachronic acid; activation, % at 6.8 µM; 1.4% of 370,000 active;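 active = activation above the mean of all tested compounds plus 3 SD, cut at about 5.5% in these data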;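 also: 100% = response to 3 µM Δ7-dafachronic acid high control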
hgDAF-12 ag: activates the H. glycines DAF-12 receptor ligand-binding domain; HEK293 GAL4-hgDAF12 UAS-luciferase reporter, agonist luminescence; normalized to butyrate control; 1.8% of 370,000 active; activation, % at 6.8 µM;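 active = activation above a cutoff set at the mean of all screened compounds plus 3 SD, cut at about 10% in these data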;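 also: 0% = DMSO wells and 100% = sodium butyrate wells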
HGIII-sPLA2 inh: Blocks human group III sPLA2 activity. Q9NZ20. QFRET BODIPY PC-A2 liposome hydrolysis, fluorescence. inhibition, % at 12.2 µM. 0.56% of 370,000 active. AID 743126;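 active = inhibition above mean plus 3 SD of compounds lying within the high and low control bounds, cut at about 19% in these data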;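 also: 0% = median of test compound wells and 100% = no enzyme DMSO wells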
ssDAF12 agonist: activates DAF-12 receptor from parasite S. stercoralis; AID 652126; HEK293 ssDAF-12/GRIP1 lit1-tk-luc reporter, luminescence; % of 3 µM dafachronic acid response; 1% of 370,000 active; activation, % at 6.8 µM;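 active = activation above the mean over all tested compounds plus 3 SD, cut at about 0.9% in these data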;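 also: 0% = DMSO-only wells and 100% = 3 µM delta7-dafachronic acid wells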
PLCb3 inh: blocks human PLC-beta3 enzyme activity | Q01970 | inhibition, % at 12.2 µM | 0.18% of 370,000 active | Purified PLC-beta3, fluorogenic substrate, fluorescence | AID 720704; in the data active = inhibition above about 11%;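 also: 0% = median of compound wells on plate and 100% = full blocker control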
DAX1 inh-1: inhibitors of human orphan nuclear receptor DAX1 (NR0B1) | P51843 | HEK293 Gal4-DAX1 luciferase reporter, luminescence | inhibition, % at 6.75 µM | 0.99% of 340,000 active | AID 504766;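 active = inhibition above the mean over all tested compounds plus 3 SD, cut at about 4.2% in these data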;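 also: 0% = DAX1-transfected cells with DMSO and 100% = empty-vector control cells with DMSO; inhibition shows as a rise in luminescence from relieved DAX1 repression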
Target sequence (P51843 207-470 limits assumed): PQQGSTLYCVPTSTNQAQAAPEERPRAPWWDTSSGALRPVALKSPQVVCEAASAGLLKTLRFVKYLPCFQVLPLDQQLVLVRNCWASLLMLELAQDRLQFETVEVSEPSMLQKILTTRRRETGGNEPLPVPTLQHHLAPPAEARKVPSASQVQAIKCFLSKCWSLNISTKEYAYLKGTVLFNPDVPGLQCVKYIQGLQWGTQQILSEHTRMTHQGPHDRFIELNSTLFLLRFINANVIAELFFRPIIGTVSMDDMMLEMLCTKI
Rev-erbA mod: modulators of human Rev-erb alpha DNA binding | P20393 | Rev-erbα–FITC-DNA binding, fluorescence polarization, 90 min | activity, % at 10 µM | 0.79% of 370,000 active;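 active = activity above about 14%, limit read from the data; passing the limit was not always enough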;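 also: 0% = DMSO wells with 35 nM protein and 100% = DMSO wells with 750 nM protein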
Target sequence (P20393 whole entry, looked up): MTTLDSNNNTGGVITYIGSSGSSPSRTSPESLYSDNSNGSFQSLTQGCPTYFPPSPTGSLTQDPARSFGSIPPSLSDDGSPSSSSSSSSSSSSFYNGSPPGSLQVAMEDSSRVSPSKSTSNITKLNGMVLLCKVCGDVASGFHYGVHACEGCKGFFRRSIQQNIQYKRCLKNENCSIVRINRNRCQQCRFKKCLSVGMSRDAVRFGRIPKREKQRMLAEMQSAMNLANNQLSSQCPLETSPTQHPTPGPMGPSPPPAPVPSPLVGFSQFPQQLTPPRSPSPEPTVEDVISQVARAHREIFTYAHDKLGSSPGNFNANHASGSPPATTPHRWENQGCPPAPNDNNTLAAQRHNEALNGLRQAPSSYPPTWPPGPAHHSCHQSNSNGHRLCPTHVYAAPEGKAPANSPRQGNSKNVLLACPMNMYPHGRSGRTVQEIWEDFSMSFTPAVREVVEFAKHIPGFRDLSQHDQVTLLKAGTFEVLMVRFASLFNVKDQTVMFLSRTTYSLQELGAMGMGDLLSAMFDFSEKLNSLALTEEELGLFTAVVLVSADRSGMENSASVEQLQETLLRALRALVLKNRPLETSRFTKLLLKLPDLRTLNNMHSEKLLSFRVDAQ
DAX1 inh-2: DAX1 (NR0B1) inhibition, primary screen; HEK293T StAR-luciferase reporter, SF-1/DAX-1 repression relief; inhibition, % at 6.8 µM; 1.1% of 370,000 active; AID 652010;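 active = inhibition above the mean over all tested compounds plus 3 SD, cut at about 3.6% in these data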;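 also: 0% = DAX-1 cells with DMSO and 100% = cells lacking DAX-1 with DMSO; higher inhibition means more luminescence from relief of DAX-1 repression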
FXN GAA850 act: frataxin GAA850 promoter activation; HEK293 lucGAA850 FXN promoter luciferase reporter, 24 h; percent of 10 µM SAHA response; activation, % at 6 µM; 0.56% of 360,000 active;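 active = activation above the average of all compounds screened plus 3 SD, cutoff fixed separately per campaign, cut at about 7.5% in these data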;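 also: 0% = DMSO wells and 100% = 10 µM SAHA wells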
SMARCA2 act: SMARCA2 function activation, primary screen; MG213 cells, MMTV-luciferase reporter, dexamethasone, overnight; activation, % at 9.1 µM; 1% of 370,000 active; in the data active = activation above about 7.8%;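 also: 0% = vehicle wells and 100% = reference activator wells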
* marks the source's active call; other numbers are inactive results; i = inactive; . = not tested or not shown. This is a random part of the collection; any-hit rate near 7%.

nr	molecule	PG9 Ab binder	hcDAF12 agonist	hgDAF-12 ag	HGIII-sPLA2 inh	ssDAF12 agonist	PLCb3 inh	DAX1 inh-1	Rev-erbA mod	DAX1 inh-2	FXN GAA850 act	SMARCA2 act
1	CCOc1ccccc1C(=O)NC1CC2CCCC(C1)N2Cc1ccccc1 (stereo not drawn)	1.2	2.2	5.2	7	-0.8	4	-0.2	0	0.8	-0.9	-1
2	O=C(C1CCN(S(=O)(=O)c2cc(Cl)ccc2Cl)CC1)N1CCOCC1	-2.6	-1.2	0.4	-2	-1.0	-5	-0.5	-4	0.0	1.5	2
3	O=C(O)CCCCCNS(=O)(=O)/C=C/c1ccccc1	1.5	-0.6	0.3	-3	-0.8	3	0.1	-2	-0.1	0.4	-4
4	COc1cccc(CNC(=O)[C@H]2CCCN2C(=O)[C@H]2CCCN2C(=O)c2ccc(C)c(C)c2)c1	-0.8	-2.3	-0.4	1	-0.7	8	.	-2	-2.4	.	1
5	Clc1ccc(N/N=C/c2cccnc2)cc1	-3.3	6.0*	4.0	0	-1.2	9	-0.5	4	0.4	4.5	0
6	CC(Sc1ccc(S(=O)(=O)N2CCCC2)cn1)C(N)=O (stereo not drawn)	-0.8	-1.7	1.4	1	-0.9	-2	0.3	4	2.2	0.8	-1
7	Nc1c(CNCc2nnn(Cc3ccccc3)c2N)nnn1Cc1ccccc1	-0.1	0.7	1.7	6	0.3	3	1.3	1	-0.2	-1.0	-1
8	CCCNC(=O)C(Cc1ccc(C(F)(F)F)cc1)NC(=O)c1ccc(C#N)cc1 (stereo not drawn)	-0.5	-0.3	-0.7	0	-1.1	2	3.9	-5	1.0	-0.1	0
9	Cc1nc(-c2cccc(NC(=O)c3cc4cc(Br)ccc4oc3=O)c2)cs1	-1.8	-0.5	1.2	-2	-1.0	2	-0.4	-3	0.3	0.6	3
10	CCC1(C)Cc2ccccc2-c2nc(NCCCO)[nH]c(=O)c21 (stereo not drawn)	-0.3	-0.8	-1.4	-17	-1.6	i	-1.0	2	-0.7	1.9	0
11	COC(=O)CC(c1ccc(F)cc1)n1c(C)ccc1C (stereo not drawn)	-1.6	-1.0	-2.0	-5	-0.6	-8	-0.4	-2	0.1	1.3	-1
12	O=C(N/C=C/c1ccco1)Nc1cccc(Cl)c1	-0.5	2.5	-1.1	5	-0.6	-12	.	-1	-0.6	1.0	4
13	CCN=C1NC(c2ccc(F)cc2)C(C(=O)OC)=C(C)N1Cc1ccc(C(F)(F)F)cc1 (stereo not drawn)	-2.8	-0.3	7.2	-7	-1.2	-2	.	1	0.9	.	-1
14	Nc1ccc2c(c1)C(=O)CCC2	-2.6	-0.1	-3.5	-1	-1.3	-50	1.8	2	-0.7	-1.0	-2
15	CCC(C)[C@H](NC(=O)NCc1ccco1)C(=O)OC (stereo partly drawn)	0.5	2.1	-0.8	2	-1.1	-4	0.6	5	-0.5	1.0	-3
16	C[C@H](N)C(=O)N1CCC(C(=O)N[C@@H](Cc2ccccc2)C(=O)Nc2ccc(F)cc2)CC1	2.2	-1.0	-0.3	2	-1.1	10	1.8	1	0.2	-1.9	1
17	CNC(=O)N(O)C1N(/N=C/c2cccs2)C(=S)SC1(C)C (stereo not drawn)	0.0	2.5	-3.3	11	-0.4	-3	-2.1	-1	-0.4	0.4	-5
18	CCc1cc2ccccc2nc1Cl	-1.6	0.1	-0.3	4	-1.3	5	6.1*	1	0.3	-0.6	-1
19	O=C(COC(=O)c1n[nH]c(=O)c2ccccc12)Nc1ccccc1F	-0.2	-0.8	-1.9	1	-1.4	-2	1.2	1	1.7	-1.0	-3
20	Nc1nc(=S)c2ncn(C3OC(CO)CC3O)c2[nH]1 (stereo not drawn)	1.1	-2.3	2.1	5	-0.4	1	2.5	-7	-0.8	1.5	-1
21	O=C(O)c1ccccc1CSC1=NCCS1	-0.8	-0.2	0.8	-5	-0.2	2	1.6	1	-1.1	-1.6	2
22	CCOC(=O)c1c(NC(=O)CC2Nc3ccccc3NC2=O)sc(C)c1C (stereo not drawn)	-0.1	-2.1	-1.5	2	-1.1	5	0.7	-1	-0.9	-0.4	4
23	COc1cccc(CN2CCC(Oc3ccc(C(=O)NCc4ccccn4)cc3)CC2)c1	-1.6	-0.4	4.8	-6	-1.2	-6	0.1	-7	0.0	0.8	-2
24	COC(=O)c1sccc1NC(=O)Nc1cccc(OC)c1	-0.9	-1.1	2.0	3	-0.5	-11	0.2	-2	-0.5	0.8	0
25	O=P(COCCOCP(=O)(c1ccccc1)c1ccccc1)(c1ccccc1)c1ccccc1	-0.3	-1.1	-0.1	-4	-1.2	7	-0.6	-1	0.2	-1.2	-1
26	CC12CN3CC(C)(CN(C1)C3c1ccc(Br)cc1O)C2 (stereo not drawn)	-2.2	0.1	-2.1	0	-1.2	-2	-0.6	0	-0.6	3.3	1
27	CC(NC(=O)c1ccccc1)c1nc2ccccc2n1Cc1ccccc1F (stereo not drawn)	1.5	-0.2	0.7	-1	-0.3	-4	.	4	0.3	.	0
28	CCCCCOc1ccc(N2C(=O)CC(N(O)c3ccccc3)C2=O)cc1 (stereo not drawn)	-2.3	-0.1	-2.2	-2	-1.1	-4	-1.5	-3	-0.9	3.2	-2
29	O=C(O)C1C2C=CC(C2)C1C(=O)Nc1nccs1 (stereo not drawn)	-0.7	-1.8	-0.6	-3	-0.6	2	-0.2	-3	-0.5	-0.3	-2
30	O=C(Nc1ccc2c(c1)OCO2)C1CCN(Cc2cc3c(cc2O)OCO3)CC1	0.0	-0.1	1.2	2	-0.8	-13	-0.6	-4	-0.3	3.2	0
31	Cc1cc(C)nc(SCCC(=O)N2CCOCC2)n1	1.0	-0.2	0.5	5	-0.6	4	-1.1	-3	0.2	-0.7	0
32	O=C(NCC1CCN(C(=O)C(=O)c2cccs2)CC1)c1ccncc1	0.6	0.9	-0.1	10	-1.2	2	.	0	0.2	.	-4
33	CC(C)=CC(=O)OCC(=O)Nc1cccc([N+](=O)[O-])c1	-0.4	-0.7	0.6	2	-1.4	2	1.0	2	-0.3	1.8	-2
34	CC(C)(C)NC(=O)[C@H](c1cccnc1)N(C(=O)c1ccco1)c1ccc(C(C)(C)C)cc1	.	-0.5	4.2	3	-1.5	-4	.	2	.	.	.
35	CCOC(=O)c1cnc(Nc2nc3ccccc3o2)nc1CSc1nnc(C)s1	0.6	-0.5	1.4	0	-0.5	-2	0.8	-4	0.4	0.3	-2
36	COc1ccc(-c2ccc(CN3C(CC(C)C)C(=O)N(Cc4cn(CCC5OCCCO5)nn4)CCS3(=O)=O)cc2)cc1OC (stereo not drawn)	-0.1	-1.7	-3.0	-32	-1.4	-2	-1.1	-2	-1.7	-2.3	2
37	Cc1cc(NC(=O)CN2C(=O)/C(=C/c3cccc(Br)c3)SC2=S)no1	0.8	-0.4	-4.8	4	-0.7	-5	-0.1	3	-0.2	0.5	-1
38	COc1ccc(C(=O)N2CCN(c3ccc(C(C)=O)cc3F)CC2)cc1S(=O)(=O)NC1CC1	-1.2	0.7	-1.2	8	-1.1	-10	-0.3	11	0.8	1.1	1
39	O=C(O)CSc1nc2ccccc2o1	-0.6	-1.0	-1.6	-4	-0.7	-3	0.0	7	-0.5	0.9	-4
40	O=C(Cn1nnc(-c2ccccc2Cl)n1)NCc1ccc2c(c1)OCO2	10*	0.1	3.0	11	-1.5	4	0.7	0	-0.7	0.7	2
41	Cc1cc(=O)n2nc(N3CCC(C(=O)N4CCN(C)CC4)CC3)sc2n1	-0.7	-0.9	-0.3	10	-0.2	1	0.4	-2	0.4	0.7	0
42	CCC(C(=O)OCC(=O)N(CC)c1c(N)n(Cc2ccccc2)c(=O)[nH]c1=O)c1ccccc1 (stereo not drawn)	-2.0	-0.6	-0.6	2	-1.2	-5	2.2	-9	0.7	0.5	3
43	C=CC[C@H](CC(=O)N(CCO)Cc1ccccc1)C(=O)N[C@H](COC(=O)[C@@H](CC=C)CC(=O)OC(C)(C)C)Cc1ccccc1	2.1	-1.4	-3.2	-41	-1.2	4	-0.4	0	-0.5	-7.3	-1
44	Cc1ccc(C(=O)N2CCN(c3ccc([N+](=O)[O-])c(NCc4cccnc4)c3)CC2)cc1	-3.0	-2.2	3.2	-8	-2.0	6	-1.8	10	-0.9	2.7	0
45	COc1ccc(N(CC(=O)NCc2ccccc2OC)S(=O)(=O)c2c(C)nn(C)c2C)cc1	-0.4	0.5	2.5	3	-1.5	2	2.0	-4	0.3	1.6	-5
46	CC(=O)c1cc(Cl)ccc1OCC(=O)NC1CCCC1	0.6	2.6	2.7	6	-0.1	-4	-0.1	0	0.4	2.4	2
47	N#CC(=C(O)CN1CCN(c2ccccc2F)CC1)c1nc(-c2ccc(Cl)cc2)cs1	-1.2	-0.5	-0.5	3	-1.2	-6	-0.2	5	-0.5	0.3	-4
48	CNC(=O)c1c(NC(NC(=O)c2ccco2)C(=O)c2ccc(Cl)cc2)sc2c1CCCC2 (stereo not drawn)	0.6	-1.0	-2.4	-5	-1.7	-78	-0.7	0	-1.1	-1.0	-2
49	CCOC(=O)C(Cc1ccc(O)c([N+](=O)[O-])c1)N1C(=O)c2ccccc2C1=O (stereo not drawn)	-3.1	1.3	-1.2	-11	-1.2	6	-0.1	-3	-1.5	-1.5	-1
50	CC12CCC(=O)N1C(C(=O)NCCN1C(=O)S/C(=C\c3ccc(F)cc3)C1=O)CS2 (stereo not drawn)	-1.2	2.3	1.6	0	0.2	-5	-0.5	4	0.6	-0.5	-2
51	CONC(=O)C1CCN(C(=O)OCc2ccccc2)CC1	-1.8	0.6	0.2	-1	-1.2	3	0.3	9	1.2	0.7	2
52	CCCN(C(=O)c1ccc([N+](=O)[O-])c(C)c1)c1c(N)n(Cc2ccccc2)c(=O)[nH]c1=O	-0.3	-2.1	-2.2	10	-0.5	-7	-0.4	2	-0.3	-0.1	-2
53	CCC(=O)Nc1ccc(-c2csc(C)n2)cc1	-2.4	1.4	7.9	4	-1.0	0	2.1	2	1.1	2.5	2
54	CC(C)C[C@H]1COc2cc(Br)ccc2S(=O)(=O)N1	0.0	-2.3	-0.2	-2	-0.5	2	1.5	3	-0.5	1.9	-2
55	CC1Oc2ccccc2N(CC(=O)Nc2ccccc2F)C1=O (stereo not drawn)	1.9	0.0	-0.8	11	-0.7	-3	-0.3	-3	0.0	0.9	-2
56	Cc1cc(C)n(-c2nc3nonc3nc2-n2nc(C)cc2C)n1	2.3	-1.2	0.2	2	-0.8	2	0.8	3	-0.3	1.6	1
57	CCS(=O)(=O)N1CCCC(C(=O)NCCc2ccccc2)C1 (stereo not drawn)	-0.8	-1.1	-1.4	7	-1.1	-1	0.7	1	0.6	2.2	-1
